Compound activity (PubChem)
BRCA1 expr act = activators of BRCA1 expression. MCF7-BRCA1-FFLuc reporter, luminescence, 48 h; response scale: scaled: vehicle 0%, 10 µM genistein 100%. Potency, µM (series often up to 46.1 µM), for inactives: top-dose activation, hits mostly activators. 1.1% of 380,000 active; note: nearly all actives have a fitted effect of over 80% in size; some results filed as inactive show a strong effect at the top dose
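Compounds are tested at multiple concentrations on MCF7 BRCA1-luciferase reporter cells seeded at 2000 per well; after 48 h, a single luminescence end-point is taken and curves fitted to the normalized data.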
Rab9 prom act = activators of Rab9 promoter. 2.8% of 320,000 active. Potency, µM (titrated, usually from 9.22 µM), inactives show at the top dose activation, negative = inhibition, actives largely listed as activators. Huh7 Rab9 promoter-luciferase reporter, luminescence, 24 h; note: % of control where 0% means no effect; nearly all actives have a fitted effect of over 60% in size
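Quantitative HTS format; Huh7 Rab9-luciferase reporter cells (1500/well) receive compound 2 h post-plating, incubate 24 h at 37 °C, then get luciferase reagent for 10 min before luminescence reading.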
NPC1 promoter act = activates the NPC1 promoter | Huh7 NPC1 promoter luciferase reporter, 24 h | Potency, µM (titrated, usually from 9.22 µM), for the others: top-dose activation, actives largely listed as activators | 2.4% of 320,000 active | AID 485313;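 note: % of control where 0% means no effect; nearly all actives have a fitted effect of over 60% in size; reporter is driven by a mutant NPC1 promoter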
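Stable NPC1-promoter luciferase Huh7 line; cpd (DMSO) 24 h, 37 °C, 5% CO2; Amplite luciferase reagent 10 min RT; luminescence readout. qHTS format.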
uPA surface inh = cell surface uPA generation inhibition; AID 540303; cell surface uPA generation assay, qHTS; 0.31% of 330,000 active; Potency, µM (top dose mostly 38.3 µM), for inactives: top-dose activity change, negative = inhibition, actives largely listed as inhibitors; active = well fitted inhibition curve with a large enough effect; inconclusive = small, poorly fitted or top-dose-only effect; inactive = no such curve, though single readings can be large or run the other way; tested in mouse RAW 264.7 cells; note: % is set by controls: 0 for no effect and ±100 for the full control effect; nearly all actives have a fitted effect of over 55% in size
ELG1 genotoxic = induces genotoxicity in HEK293T cells with luciferase-tagged ELG1; HEK293T ELG1-luciferase reporter, luminescence, 16 h; Potency, µM (series often up to 46 µM), inactives show at the top dose activity change, positive = activation, actives largely listed as activators; 1.3% of 330,000 active; note: % of control where 0% means no effect; nearly all actives have a fitted effect of over 60% in size
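After overnight (16 hr) compound treatment at 37 °C, ELG1-luciferase HEK293T cells were lysed with ONE-Glo; luminescence quantified 30 min later at room temperature.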
FLuc modulator = firefly luciferase modulation, counter-screen for miR-21 project; P08659; purified FLuc, Km substrates, luminescence inhibition; Potency, µM (doses to about 57.5 µM), inactives show top-dose activity change, negative = inhibition, actives largely listed as inhibitors; 6.9% of 360,000 active; AID 588342;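 note: plate controls were vehicle for no effect and reference inhibitor for full effect; nearly all actives have a fitted effect of over 55% in size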
Target sequence (P08659 whole entry, looked up): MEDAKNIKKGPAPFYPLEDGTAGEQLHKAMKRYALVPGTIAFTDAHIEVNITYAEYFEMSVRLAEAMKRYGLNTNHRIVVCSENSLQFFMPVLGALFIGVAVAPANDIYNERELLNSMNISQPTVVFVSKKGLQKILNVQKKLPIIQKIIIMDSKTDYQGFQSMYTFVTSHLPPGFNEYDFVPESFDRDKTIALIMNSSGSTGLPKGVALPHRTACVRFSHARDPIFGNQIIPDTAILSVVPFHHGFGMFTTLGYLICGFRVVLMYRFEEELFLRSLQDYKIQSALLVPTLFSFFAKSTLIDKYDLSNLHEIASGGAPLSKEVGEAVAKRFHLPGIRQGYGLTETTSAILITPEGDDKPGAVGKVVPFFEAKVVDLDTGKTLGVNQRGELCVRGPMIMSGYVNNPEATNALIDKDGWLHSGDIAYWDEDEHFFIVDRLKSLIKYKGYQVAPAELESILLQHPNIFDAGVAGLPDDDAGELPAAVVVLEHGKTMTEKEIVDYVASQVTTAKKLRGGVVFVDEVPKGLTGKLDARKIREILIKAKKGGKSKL
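Purified P. pyralis luciferase (10nM final) with 10uM D-luciferin and 10uM ATP (Km levels) in 50mM Tris acetate pH 7.5, 10mM Mg acetate, 0.01% Tween-20, 0.05% BSA; qHTS 6-point titration, ~60 µM downward; luminescence read.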
* marks the source's active call; other numbers are inactive results; ? = inconclusive; / = no result given; & = joins results of further samples. Unless noted, calls come from the whole dose curve; as a rule, active = well fitted curve in the direction sought with a large enough effect; inconclusive = small, poorly fitted or top-dose-only effect, or another doubt; inactive = no such curve, though single readings can be large; an effect the other way counts as inactive or inconclusive. Potency is the fitted concentration of half-maximal effect. These rows are one share of the data; rates above refer to the full screens.

Sample of the layout:
| smiles | NPC1 promoter act | Rab9 prom act | ELG1 genotoxic | FLuc modulator | BRCA1 expr act | uPA surface inh |
| --- | --- | --- | --- | --- | --- | --- |
| CCOc1ccc(CCn2c3c(c(=O)[nH]c2=O)C(NC(=O)c2ccccc2)(C(F)(F)F)C(=O)N3)cc1OCC (stereo not drawn) | / | / | / | -7% | 3% | / |
| O=C(CSc1nc(=O)n(Cc2ccncc2)c2c1CCC2)Nc1cccc(F)c1 | / | / | / | -5% | 2% | / |
| COc1cccc(-n2c(SCc3ccccc3C)nc3c([nH]c4ccccc43)c2=O)c1 | / | / | / | 1% | -18% | / |
| Cc1ccccc1CSCCNC(=O)CN(c1ccccc1)S(=O)(=O)N(C)C | / | / | / | -13% | -4% | / |
| CC(C)(C)C1CCc2nc(NC(=O)c3cccc(Cl)c3)sc2C1 (stereo not drawn) | / | / | / | ? | 0% | / |
| Cc1ccc(-n2nc(-c3ccc(F)cc3)c3cnc4cc5c(cc4c32)OCO5)cc1C | / | / | / | -3% | 2% | / |
| CCn1c(CNC(=O)c2ccc(OC)cc2)nnc1SCC(=O)Nc1ccccc1 | / | / | / | -11% | 0% | / |
| COc1ccc(N2C(=O)CSC23C(=O)N(Cc2cccc(C(F)(F)F)c2)c2ccccc23)cc1 (stereo not drawn) | / | / | / | -10% | 0% | / |
| CCOC(=O)c1c(C)c(-c2ccccc2)n(CC(=O)Nc2cc(OC)cc(OC)c2)c1C | / | / | / | -13% | -1% | / |
| CC(C)c1noc(-c2ccccc2OCC(=O)Nc2ccccc2[N+](=O)[O-])n1 | / | / | / | -13% | 0% | / |
| CC(=O)N1CCCC1c1nc2ccccc2n1Cc1cccc(C)c1 (stereo not drawn) | / | / | / | -1% | 0% | / |
| COC(=O)c1cc(NC(=O)c2ccc3c(c2)NC(=O)c2ccccc2S3)cc(C(=O)OC)c1 | -13% | -12% | / | 5% | / | / |
| NC(=O)c1ccccc1-c1noc(-c2ccccc2F)n1 | ? | ? | / | 17µM* | / | / |
| O=C(O)c1ccccc1-c1noc(-c2ccccc2F)n1 | 3.5µM* | 2µM* | / | 9.5µM* | / | / |
| O=C(Nc1nc2nc(-c3ccccc3)cc(=O)n2[nH]1)c1ccc(F)cc1 | 5% | 20% | / | ? | / | / |
| Fc1cccc(CNc2ncnc3ccc(-c4cccc(Cl)c4)cc23)c1 | 4% | 1% | / | 3% | / | / |
| O=S(=O)(NC[C@@H]1CCC[C@H](CNS(=O)(=O)c2c(F)cccc2F)C1)c1ccc2c(c1)OCCO2 | -2% | 1% | / | 0% | / | / |
| O=C(/C=C/c1ccco1)Nc1ccc(F)cc1 | 4µM* | 4µM* | / | 13µM* | / | / |
| O=C1COc2cc(S(=O)(=O)NCc3ccco3)c(Cl)cc2N1 | -1% | -6% | / | -1% | / | / |
| COc1ccc(S(=O)(=O)N2CCN(S(=O)(=O)c3c(F)cccc3F)CC2)cc1 | 9% | 18% | / | -9% | / | / |

The whole of this part, from the first entry:
| smiles | NPC1 promoter act | Rab9 prom act | ELG1 genotoxic | FLuc modulator | BRCA1 expr act | uPA surface inh |
| --- | --- | --- | --- | --- | --- | --- |
| CCOc1ccc(CCn2c3c(c(=O)[nH]c2=O)C(NC(=O)c2ccccc2)(C(F)(F)F)C(=O)N3)cc1OCC (stereo not drawn) | / | / | / | -7% | 3% | / |
| O=C(CSc1nc(=O)n(Cc2ccncc2)c2c1CCC2)Nc1cccc(F)c1 | / | / | / | -5% | 2% | / |
| COc1cccc(-n2c(SCc3ccccc3C)nc3c([nH]c4ccccc43)c2=O)c1 | / | / | / | 1% | -18% | / |
| Cc1ccccc1CSCCNC(=O)CN(c1ccccc1)S(=O)(=O)N(C)C | / | / | / | -13% | -4% | / |
| CC(C)(C)C1CCc2nc(NC(=O)c3cccc(Cl)c3)sc2C1 (stereo not drawn) | / | / | / | ? | 0% | / |
| Cc1ccc(-n2nc(-c3ccc(F)cc3)c3cnc4cc5c(cc4c32)OCO5)cc1C | / | / | / | -3% | 2% | / |
| CCn1c(CNC(=O)c2ccc(OC)cc2)nnc1SCC(=O)Nc1ccccc1 | / | / | / | -11% | 0% | / |
| COc1ccc(N2C(=O)CSC23C(=O)N(Cc2cccc(C(F)(F)F)c2)c2ccccc23)cc1 (stereo not drawn) | / | / | / | -10% | 0% | / |
| CCOC(=O)c1c(C)c(-c2ccccc2)n(CC(=O)Nc2cc(OC)cc(OC)c2)c1C | / | / | / | -13% | -1% | / |
| CC(C)c1noc(-c2ccccc2OCC(=O)Nc2ccccc2[N+](=O)[O-])n1 | / | / | / | -13% | 0% | / |
| CC(=O)N1CCCC1c1nc2ccccc2n1Cc1cccc(C)c1 (stereo not drawn) | / | / | / | -1% | 0% | / |
| COC(=O)c1cc(NC(=O)c2ccc3c(c2)NC(=O)c2ccccc2S3)cc(C(=O)OC)c1 | -13% | -12% | / | 5% | / | / |
| NC(=O)c1ccccc1-c1noc(-c2ccccc2F)n1 | ? | ? | / | 17µM* | / | / |
| O=C(O)c1ccccc1-c1noc(-c2ccccc2F)n1 | 3.5µM* | 2µM* | / | 9.5µM* | / | / |
| O=C(Nc1nc2nc(-c3ccccc3)cc(=O)n2[nH]1)c1ccc(F)cc1 | 5% | 20% | / | ? | / | / |
| Fc1cccc(CNc2ncnc3ccc(-c4cccc(Cl)c4)cc23)c1 | 4% | 1% | / | 3% | / | / |
| O=S(=O)(NC[C@@H]1CCC[C@H](CNS(=O)(=O)c2c(F)cccc2F)C1)c1ccc2c(c1)OCCO2 | -2% | 1% | / | 0% | / | / |
| O=C(/C=C/c1ccco1)Nc1ccc(F)cc1 | 4µM* | 4µM* | / | 13µM* | / | / |
| O=C1COc2cc(S(=O)(=O)NCc3ccco3)c(Cl)cc2N1 | -1% | -6% | / | -1% | / | / |
| COc1ccc(S(=O)(=O)N2CCN(S(=O)(=O)c3c(F)cccc3F)CC2)cc1 | 9% | 18% | / | -9% | / | / |
| O=S(=O)(c1ccc2c(c1)OCCO2)C1CCC(O)CC1 (stereo not drawn) | 0%&1% | 2%&0% | / | 5%&0% | / | / |
| COc1ccc(C(=O)c2cn(CC(=O)Nc3cc(OC)cc(OC)c3)c3ccc(OC)cc3c2=O)cc1 | -3% | 0% | / | -1% | / | / |
| COc1ccc(-c2cn3cccnc3n2)cc1NC(=O)Nc1cc(C)ccc1C | 19% | 4% | / | 2.4µM* | / | / |
| Cc1ccccc1NS(=O)(=O)c1ccc2[nH]cc(C(=O)N3CCCCC3)c(=O)c2c1 | 0% | -5% | / | 6% | / | / |
| CC(=O)N1CCOc2cc(S(=O)(=O)Nc3cccc(C(F)(F)F)c3)c(Cl)cc21 | -3% | -3% | / | -1% | / | / |
| COc1ccccc1NC(=O)C1=C(C)Nc2nc(SCc3cccc(F)c3)nn2C1c1ccc(C(=O)O)cc1 (stereo not drawn) | 0% | -3% | / | ? | / | / |
| Cc1cc2c(s1)c(C=O)c(C(=O)NCc1ccccc1F)n2C | -5% | -2% | / | -7% | / | / |
| COc1ccc(NC(=O)Cn2cc(C(=O)c3ccncc3)c(=O)c3cc(C)ccc32)cc1Cl | 0% | -3% | / | 6% | / | / |
| CCOC(=O)c1nn(-c2ccccc2)c(=O)c2c(N)sc(C)c12 | 1% | -3% | / | -2% | / | / |
| CN1CCN(c2ccc(-c3cc(O)c4ncccc4c3)cc2)CC1 | 12% | ? | / | 6µM* | / | / |
| Cn1ccc2cc(-c3ccc4ncnc(NCc5ccc6c(c5)OCO6)c4c3)ccc21 | -3% | -9% | / | ? | / | / |
| Cc1cc2c(s1)c1c(C)nn(Cc3ccc(F)cc3)c(=O)c1n2C | -1% | -5% | / | 1% | / | / |
| COc1ccc(-c2cc3cc(F)ccc3cn2)cc1 | / | / | ? | / | 69% | ? |
| COCCn1c(C)cc(C(=O)COC(=O)c2cccnc2SC)c1C | / | / | ? | / | 8.9µM* | -7% |
